Compound activity from PubChem.
KB-V1 cytotox – qHTS assay for MDR1-selective chemotherapeutics: Primary screen using the drug-selected MDR subline cells KB-V1; 400,000 tested, 3.4% active; Potency, µM (series often up to 46.1 µM), for the others: top-dose activity change, negative = cytotoxicity, most hits filed as cytotoxic; KB-V1 MDR cells viability, CellTiter-Glo, 72 h; note: potency is the fitted concentration of half-maximal effect; % is set by controls: 0 for no effect and ±100 for the full control effect; nearly all actives have a fitted effect of over 60% in size
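Compound-treated KB-V1 multidrug-resistant cells, 72 h, 37 degrees C; viability by CellTiter-Glo. Fitted qHTS curves give the values.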
IL-1B inflam inh – qHTS for Inhibitors of Inflammasome Signaling: IL-1-beta AlphaLISA Primary Screen. THP-1 LPS/ATP IL-1B secretion, AlphaLISA, 16 h; active compounds read low. activity change, % at 57.5 µM. 360,000 tested, 4.7% active. AID 743279, 2014; in the data active = activity change below about -50%; inconclusive = mostly about -30% to -49%; note: % is set by controls: 0 for no effect and ±100 for the full control effect
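THP-1 cells pretreated 1 hr with compounds (up to 57.5 uM final), then stimulated with LPS (250 ng/mL final) plus ATP (1.25 mM final); secreted IL-1B measured by AlphaLISA after 16 hr, decreased signal indicating inhibition.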
SW480 rereplic – A quantitative high throughput screen for small molecules that induce DNA re-replication in SW480 colon adenocarcinoma cells; SW480 DNA re-replication, Hoechst DNA content imaging, 48 h; Potency, µM (series often up to 46.1 µM), without a hit: top-dose re-replication activation, hits mostly activators; 340,000 tested, 1.8% active; note: potency is the fitted concentration of half-maximal effect; % of control where 0% means no effect; nearly all actives have a fitted effect of over 55% in size
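Compounds, transferred as 23 nL by pin tool, were incubated with cells for 48 hr; DNA content per nucleus was then quantified by Hoechst staining and fluorescence plate imaging.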
MCF10A rerep – A quantitative high throughput screen for small molecules that induce DNA re-replication in MCF 10a normal breast cells. MCF 10A DNA re-replication, Hoechst nuclear intensity, 48 h. Potency, µM (series often up to 46.1 µM), without a hit: at the top dose activity, positive = re-replication, hits mostly activators. 350,000 tested, 2.9% active; note: potency is the fitted concentration of half-maximal effect; % of control where 0% means no effect; nearly all actives have a fitted effect of over 50% in size
S2 tox – Viability Counterscreen for Primary qHTS for Inhibitors of ATXN expression; S2 cells (HEK-293 line with an ATXN2-luciferase reporter) viability, CellTiter-Fluor protease fluorescence, 24 h; Potency, µM (titrated, usually from 56.7 µM), usual class: cytotoxic; 400,000 tested, 0.49% active; AID 651635, 2014; note: potency is the fitted concentration of half-maximal effect; nearly all actives have a fitted effect of over 40% in size
HT1080 IDH1KD tx – qHTS for induction of synthetic lethality in tumor cells producing 2HG: qHTS for the HT-1080-IDH1KD cell line. HT-1080 IDH1 knockdown viability, ATP luminescence, 48 h. Potency, µM (doses to about 46.1 µM), for inactives: top-dose activity, negative = toxicity, usual class: cytotoxic. 360,000 tested, 2% active. AID 686971, 2013;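 note: potency is the fitted concentration of half-maximal effect; 0% = DMSO wells and -100% = cell-free medium wells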
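Cytotoxicity counter-line: IDH1KD HT-1080, 48 h, CellTiter-Glo. Curves classed by r2, magnitude and activity.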
ATXN2 expr inh – Primary qHTS for Inhibitors of ATXN expression. 360,000 tested, 0.72% active. HEK-293 ATXN2-luciferase reporter, luminescence, 24 h. Potency, µM (series often up to 57 µM), inactives show top-dose activity change, negative = inhibition, hits mostly inhibitors; note: potency is the fitted concentration of half-maximal effect; % is set by controls: 0 for no effect and ±100 for the full control effect; nearly all actives have a fitted effect of over 55% in size
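qHTS (up to 57 uM final) was run with 24 h compound exposure of reporter cells at 37 °C. Each well was multiplexed: SteadyGlo luminescence measured ATXN2-luciferase expression after a fluorogenic Gly-Phe-AFC viability readout (25 uM final).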
HT1080NT lethal – qHTS for induction of synthetic lethality in tumor cells producing 2HG: qHTS for the HT-1080-NT fibrosarcoma cell line | HT-1080-NT fibrosarcoma viability, CellTiter-Glo ATP luminescence, 48 h | Potency, µM (titrated, usually from 46.1 µM), inactives show top-dose activity, negative = less viability, most hits filed as cytotoxic | 360,000 tested, 1.6% active;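 note: NT is the 2HG producing partner of a matched IDH1 knockdown line; potency is the fitted concentration of half-maximal effect; 0% = DMSO-treated cells and -100% = media-only wells without cells; nearly all actives have a fitted effect of over 55% in size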
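Viability of the 2HG-overproducing fibrosarcoma line after 48 hours of compound exposure at 37 degrees C was determined by luminescence with CellTiter-Glo, and concentration-effect curves were then fitted and categorized.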
KB-3-1 cytotox – qHTS assay for MDR1-selective chemotherapeutics: Primary screen using the parental adenocarcinoma cell KB-3-1. 400,000 tested, 1.4% active. KB-3-1 viability, CellTiter-Glo ATP luminescence, 72 h. Potency, µM (doses to about 46.1 µM), inactives show at the top dose activity change, negative = cytotoxic, actives largely listed as cytotoxic; note: potency is the fitted concentration of half-maximal effect; % is set by controls: 0 for no effect and ±100 for the full control effect; nearly all actives have a fitted effect of over 60% in size
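Cells are dispensed, compounds pinned in, plates held at 37 °C for 72 h, then CellTiter-Glo is added and luminescence read after 10 minutes. Cell line: parental KB-3-1 in phenol-red-free DMEM, 10% FBS.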
Numbers without * were called inactive; [ ] = another dose, or the depositor's remark. Unless noted, calls come from the whole dose curve; as a rule, active = well fitted curve in the direction sought with a large enough effect; inconclusive = small, poorly fitted or top-dose-only effect, or another doubt; inactive = no such curve, though single readings can be large; an effect the other way counts as inactive or inconclusive.

Results for CC(=O)Nc1ccc(NC(=O)c2cc(-c3ccc(F)cc3C)n[nH]2)cc1 ?
KB-V1 cytotox: 1%; IL-1B inflam inh: -24; S2 tox: inactive; HT1080 IDH1KD tx: 5%; ATXN2 expr inh: 19%; HT1080NT lethal: -6%; KB-3-1 cytotox: 0%

How did COc1ccc(N(CC(=O)NCCc2ccc(S(N)(=O)=O)cc2)S(=O)(=O)c2c(C)noc2C)cc1 do in these assays?
KB-V1 cytotox: inconclusive; IL-1B inflam inh: 7; SW480 rereplic: 4%; MCF10A rerep: 14%; S2 tox: inactive; HT1080 IDH1KD tx: 12%; ATXN2 expr inh: 2%; HT1080NT lethal: 1%; KB-3-1 cytotox: 28%

What do the screens show for `CCn1c(-c2ccccc2Cl)nn(CC(=O)Nc2ccccc2C)c1=S`?
KB-V1 cytotox: 2%; IL-1B inflam inh: 3; SW480 rereplic: -5%; MCF10A rerep: -2%; S2 tox: inactive; HT1080 IDH1KD tx: 4%; ATXN2 expr inh: -1%; HT1080NT lethal: 5%; KB-3-1 cytotox: 9%

What do the screens show for `COc1ccc(C2(C(=O)Nc3nncs3)CCCC2)cc1`?
KB-V1 cytotox: -6%; IL-1B inflam inh: 0; SW480 rereplic: 9%; MCF10A rerep: -21%; S2 tox: inactive; HT1080 IDH1KD tx: 1%; ATXN2 expr inh: 12%; HT1080NT lethal: 13%; KB-3-1 cytotox: -3%

What do the screens show for `CC1CCCCC1NC(=O)CSc1nnc(-c2ccco2)n1C` (centres undefined)?
KB-V1 cytotox: -2%; IL-1B inflam inh: 13; SW480 rereplic: 13%; MCF10A rerep: inconclusive; S2 tox: inactive; HT1080 IDH1KD tx: 14%; ATXN2 expr inh: -22%; HT1080NT lethal: 11%; KB-3-1 cytotox: -1%

Results for C=CCn1c(COc2ccccc2)nnc1SCC(=O)C(C)(C)C ?
KB-V1 cytotox: inconclusive; IL-1B inflam inh: 49; SW480 rereplic: 2%; MCF10A rerep: inconclusive; S2 tox: inactive; HT1080 IDH1KD tx: -1%; ATXN2 expr inh: -7%; HT1080NT lethal: 4%; KB-3-1 cytotox: 1%

Results for Cc1cc(NC(=O)CSc2ccnc(=O)[nH]2)no1 ?
KB-V1 cytotox: inconclusive; IL-1B inflam inh: 15; SW480 rereplic: -3%; MCF10A rerep: 6%; S2 tox: inactive; HT1080 IDH1KD tx: 9%; ATXN2 expr inh: -1%; HT1080NT lethal: 1%; KB-3-1 cytotox: 2%

What do the screens show for `O=C(CNC(=O)c1ccc(Br)o1)Nc1cccc(S(=O)(=O)N2CCOCC2)c1`?
KB-V1 cytotox: 22%; IL-1B inflam inh: 15; SW480 rereplic: -5%; MCF10A rerep: 0%; S2 tox: inactive; HT1080 IDH1KD tx: 1%; ATXN2 expr inh: 1%; HT1080NT lethal: 3%; KB-3-1 cytotox: 14%

Results for CCOC(=O)c1nn(-c2ccccc2C)c(=O)cc1OCC(=O)N1CCN(c2ccccc2)CC1 ?
KB-V1 cytotox: 0%; IL-1B inflam inh: 12; SW480 rereplic: -2%; MCF10A rerep: 1%; S2 tox: inactive; HT1080 IDH1KD tx: -12%; ATXN2 expr inh: -14%; HT1080NT lethal: -8%; KB-3-1 cytotox: 1%

How did COc1ccc2c(c1)[C@H]1[C@H](CO2)[C@H](c2ccccc2)[C@]2(C)C(=O)Nc3ccc(Cl)cc3C(=O)N12 do in these assays?
KB-V1 cytotox: -25%; IL-1B inflam inh: -54*; SW480 rereplic: inconclusive; MCF10A rerep: 7%; S2 tox: inactive; HT1080 IDH1KD tx: -11%; ATXN2 expr inh: -5%; HT1080NT lethal: -8%; KB-3-1 cytotox: -7%

What do the screens show for `COC(=O)N/N=C/c1cc(OC)c(O)c([N+](=O)[O-])c1`?
KB-V1 cytotox: 2%; IL-1B inflam inh: 0; SW480 rereplic: 0%; MCF10A rerep: -1%; S2 tox: inconclusive; HT1080 IDH1KD tx: 0%; ATXN2 expr inh: -3%; HT1080NT lethal: 2%; KB-3-1 cytotox: 2%

What do the screens show for `CC(C)N(Cc1nc2ccccc2c(=O)[nH]1)C(=O)c1ccc(NC(=O)CSc2nnnn2C)cc1`?
KB-V1 cytotox: 9%; IL-1B inflam inh: 2; SW480 rereplic: -7%; MCF10A rerep: 1%; S2 tox: inactive; HT1080 IDH1KD tx: 4%; ATXN2 expr inh: 3%; HT1080NT lethal: 1%; KB-3-1 cytotox: 5%

What do the screens show for `Cc1ccccc1-c1noc(-c2ccc(N3CCN(c4ccccc4)CC3)c([N+](=O)[O-])c2)n1`?
KB-V1 cytotox: 26%; S2 tox: inactive; ATXN2 expr inh: 5%; KB-3-1 cytotox: 11%

How did CC(=O)c1ccc(N=Nc2c(C)[nH][nH]c2=O)cc1 do in these assays?
KB-V1 cytotox: inconclusive; IL-1B inflam inh: 32; SW480 rereplic: -117%[inhibitor]; MCF10A rerep: 12%; S2 tox: inactive; HT1080 IDH1KD tx: -10%; ATXN2 expr inh: 4%; HT1080NT lethal: -2%; KB-3-1 cytotox: -1%

How did Cc1ccccc1-c1nnc(SCCOc2ccc3c(C)cc(=O)oc3c2)o1 do in these assays?
KB-V1 cytotox: -7%; IL-1B inflam inh: -25; SW480 rereplic: -9%; MCF10A rerep: 17%; S2 tox: inactive; HT1080 IDH1KD tx: 25%; ATXN2 expr inh: -5%; HT1080NT lethal: 26%; KB-3-1 cytotox: -5%

What do the screens show for `COc1ccc(-c2ccc(-c3nnn(CC(=O)N4CCOCC4)n3)cc2)cc1`?
KB-V1 cytotox: inconclusive; IL-1B inflam inh: -1; SW480 rereplic: 14%; MCF10A rerep: 11%; S2 tox: inactive; HT1080 IDH1KD tx: -2%; ATXN2 expr inh: 6%; HT1080NT lethal: -5%; KB-3-1 cytotox: -22%

Results for Cn1c(N)c(C(=O)c2ccc(Oc3ccccc3)cc2)c(=O)n(C)c1=O ?
KB-V1 cytotox: -13%; IL-1B inflam inh: 0; SW480 rereplic: -5%; MCF10A rerep: -3%; S2 tox: inactive; HT1080 IDH1KD tx: -6%; HT1080NT lethal: 6%; KB-3-1 cytotox: -2%

Results for CCOC(=O)N1CCN(C(=O)COC(=O)CNC(=O)c2ccc(OCC)c(OCC)c2)CC1 ?
KB-V1 cytotox: 15%; IL-1B inflam inh: 0; SW480 rereplic: -4%; MCF10A rerep: 4%; S2 tox: inactive; HT1080 IDH1KD tx: 15%; ATXN2 expr inh: -10%; HT1080NT lethal: 17%; KB-3-1 cytotox: 8%

How did CC(NC(=O)CCn1ccc2cc(S(=O)(=O)N3CCCC3)ccc21)c1ccccc1 (centres undefined) do in these assays?
KB-V1 cytotox: inconclusive; IL-1B inflam inh: -16; SW480 rereplic: -6%; MCF10A rerep: -2%; S2 tox: inactive; HT1080 IDH1KD tx: -6%; ATXN2 expr inh: 1%; HT1080NT lethal: -2%; KB-3-1 cytotox: -4%

What do the screens show for `CCNC(=S)N(CCN(CC)CC)Cc1cc2cc3c(cc2[nH]c1=O)OCCO3`?
KB-V1 cytotox: 0%; IL-1B inflam inh: inconclusive; SW480 rereplic: 15%[1.84 µM]; MCF10A rerep: -1%; S2 tox: inactive; HT1080 IDH1KD tx: -11%; ATXN2 expr inh: -6%; HT1080NT lethal: -12%; KB-3-1 cytotox: 1%

What do the screens show for `CCOC(=O)CCc1c(C)nc2cc(-c3cc(OC)cc(OC)c3)[nH]n2c1=O`?
KB-V1 cytotox: 30%; S2 tox: inactive; ATXN2 expr inh: 8%; KB-3-1 cytotox: 2%

How did CC1CCC(C(C)C)C(OCC(O)C[N+]2(C)CCCCC2)C1 (centres undefined) do in these assays?
KB-V1 cytotox: -2%; IL-1B inflam inh: 0; SW480 rereplic: -10%; MCF10A rerep: -6%; S2 tox: inactive; HT1080 IDH1KD tx: -7%; ATXN2 expr inh: -14%; HT1080NT lethal: -5%; KB-3-1 cytotox: -15%

What do the screens show for `Cc1cccc(N2CCN(C(=O)C3CCC(=O)N(Cc4ccccc4F)C3)CC2)c1C` (centres undefined)?
KB-V1 cytotox: inconclusive; IL-1B inflam inh: 0; SW480 rereplic: 7%; MCF10A rerep: 21%; S2 tox: inactive; HT1080 IDH1KD tx: -2%; ATXN2 expr inh: -4%; HT1080NT lethal: -5%; KB-3-1 cytotox: -2%

How did COc1ccccc1NC(=O)NCC1CC1(Cl)Cl (centres undefined) do in these assays?
KB-V1 cytotox: 0%; IL-1B inflam inh: 3; SW480 rereplic: 3%; MCF10A rerep: -3%; S2 tox: inactive; HT1080 IDH1KD tx: 18%; ATXN2 expr inh: 29%; HT1080NT lethal: 0%; KB-3-1 cytotox: 6%

What do the screens show for `Cc1cccc(NC2=C(NCCO)C(=O)c3ccccc3C2=O)c1`?
KB-V1 cytotox: -22%; IL-1B inflam inh: -57*; SW480 rereplic: 8%; MCF10A rerep: inconclusive; S2 tox: inactive; HT1080 IDH1KD tx: -29%; ATXN2 expr inh: -21%; HT1080NT lethal: inconclusive; KB-3-1 cytotox: inconclusive

How did O=C(C1CCN(S(=O)(=O)c2ccc(Cl)c(C(F)(F)F)c2)CC1)N1CCC1 do in these assays?
KB-V1 cytotox: 1%; IL-1B inflam inh: 3; SW480 rereplic: -6%; MCF10A rerep: 13%; S2 tox: inactive; HT1080 IDH1KD tx: 0%; ATXN2 expr inh: -13%; HT1080NT lethal: -10%; KB-3-1 cytotox: 0%
